DUSP3 inh – blocks the human dual specificity phosphatase VHR1; hit rate 0.7% among 50,000; recombinant VHR phosphatase, colorimetric substrate read-out; P51452; inhibition, % at 20 µM; in the data active means inhibition above about 60%; further: some results filed as inactive read as strong as hits
Target sequence (P51452 whole entry, looked up): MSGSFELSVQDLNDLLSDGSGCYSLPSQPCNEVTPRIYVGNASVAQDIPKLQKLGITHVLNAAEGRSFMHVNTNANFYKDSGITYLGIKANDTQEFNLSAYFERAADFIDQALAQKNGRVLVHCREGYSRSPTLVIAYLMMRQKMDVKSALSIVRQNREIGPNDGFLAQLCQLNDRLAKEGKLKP
Active calls of the source: *. The list is partial; the hit share may differ from the screen's.

SMILES | DUSP3 inh
Cc1cc(Cl)ccc1OC(C)C(=O)N1CCN(c2cccc(Cl)c2)CC1 (stereo not drawn) | 6
Cc1ccc(NC(=O)/C=C/c2ccco2)cc1C | 16
COc1ccc(/C=C2\SC(=S)N(CCS(=O)(=O)O)C2=O)cc1 | 67*
O=C1C=CC(=O)N1c1ccc(OC(F)F)cc1 | 11
CN1CCN(c2ccc([N+](=O)[O-])cc2C(=O)Nc2ccc(Cl)c(Cl)c2)CC1 | 13
C/C(=N\NC(=O)c1cc(C2CC2)[nH]n1)c1ccc(Br)cc1 | 2
Cc1ccccc1Nc1nc(-c2cc3cc(Br)ccc3oc2=O)cs1 | -23
COc1ccc(C2NC(=S)NC(C)=C2C(=O)Nc2ccccc2)cc1OC (stereo not drawn) | 54
COC(=O)C1=C(C)NC2=C(C(=O)CC(c3cccs3)C2)C1c1ccc(C)o1 (stereo not drawn) | -8
CSc1ccc(/C=C(/NC(=O)c2ccccc2)C(=O)NCCCO)cc1 | 7
CN1CCCc2c1nc1c(c2N)CCCC1 | -21
O=C(COc1cccc2ccccc12)NCc1ccco1 | 2
O=C1C2=C(C(c3ccccc3)=NCCN2)C(c2ccc(F)cc2)N1c1ccccc1 (stereo not drawn) | 0
COc1ccccc1CNC(=O)CC(C)=O | -5
O=C(Nc1c(C(=O)NCCc2ccccc2)cnn1-c1ccccc1)c1cccc(F)c1 | -16
O=C1c2ccc([N+](=O)[O-])cc2C(=O)N1c1cccnc1 | -9
CC(C)(C)C(O)Cn1c(=N)n(Cc2ccccc2)c2ccccc21 (stereo not drawn) | 0
COc1ccc(CN2CCN(C(=O)COc3ccc(Cl)cc3)CC2)cc1OCc1ccccc1 | -9
COc1ccc(/C=C2\C(=O)NC(=O)N(c3ccc(Br)cc3)C2=O)cc1[N+](=O)[O-] | -8
C/C(=C\C(=O)c1ccc(Cl)cc1)Nc1ccccc1O | -24
CC1(C)CC(=O)C2=C(C1)Nc1ccccc1NC2c1cccc(Br)c1 (stereo not drawn) | 10
CC1SC(c2ccc(Cl)cc2Cl)NC1=O (stereo not drawn) | -12
Nc1ncc(-c2ccc([N+](=O)[O-])cc2)cn1 | -8
NC(=O)SCC(=O)Nc1ccc(I)cc1 | -15
COc1ccc(OCCNC(=O)Nc2ccc(Br)cc2)cc1 | 3
NS(=O)(=O)c1ccc(N2N=C(/C=C/c3ccc(F)cc3)CC2c2ccc(F)cc2)cc1 (stereo not drawn) | 20
CCN(CC)c1ccc(NC(=O)C2CCC(C)(C(=O)O)C2(C)C)cc1 (stereo not drawn) | -30
COc1ccc(NC(=O)c2ccccc2C(F)(F)F)c(OC)c1 | -43
Cc1cc(C=C2C(=O)c3ccccc3C2=O)c(C)n1-c1cccnc1 | -10
CC(=O)Nc1ccc(C2=N/C(=C/c3ccc(-c4ccc(C)c(Cl)c4)o3)C(=O)O2)cc1 | 73

Three entries from above, reformatted.
molecule	DUSP3 inh
COc1ccc(NC(=O)c2ccccc2C(F)(F)F)c(OC)c1	-43
COc1ccc(CN2CCN(C(=O)COc3ccc(Cl)cc3)CC2)cc1OCc1ccccc1	-9
Cc1cc(C=C2C(=O)c3ccccc3C2=O)c(C)n1-c1cccnc1	-10

Next results.
SMILES | DUSP3 inh
O=C(/C=C/Nc1ccc(O)cc1)c1ccc(Br)cc1 | 7
COC(=O)C1=CNC=C(C(=O)OC)C1c1cccc(OC)c1OC | -12
CSCCC(C(=O)O)N1C(=O)/C(=C/c2ccccc2Cl)SC1=S (stereo not drawn) | -40
C=CCNC(=O)CN(c1cccc(Cl)c1)S(=O)(=O)c1ccccc1 | -11
O=C(c1ccccc1)c1ccc(C(=O)N(CCCCN2C(=O)c3ccccc3C2=O)c2ccc(F)cc2F)cc1 | -5
O=C(CCCC(=O)OCC(F)(F)C(F)F)Nc1ccc(Br)cc1 | -18
COc1cc(/C=N/NC(=O)Cc2nnc(N)s2)ccc1OCc1ccc(Cl)cc1Cl | -12
COc1cccc(NC(=O)C(=O)N/N=C/c2ccc(O)c(OC)c2)c1 | -11
Cc1ccc(C)c(NC(=O)c2ccc([N+](=O)[O-])cc2)c1 | -14
COc1ccc(C(=O)Nc2ccc(NC(=O)c3ccco3)c(OC)c2)cc1 | -5
CCOCCCNc1cc(C)c(C#N)c2nc3ccccc3n12 | 3
COc1ccc(C2CC(C(F)(F)F)n3nc(C(=O)Nc4cc(OC)c(Cl)cc4OC)c(Cl)c3N2)cc1 (stereo not drawn) | 2
O=C1C(=O)N(CCCn2ccnc2)C(c2ccc([N+](=O)[O-])cc2)/C1=C(\O)c1ccc(Cl)cc1 (stereo not drawn) | -16
Cc1ccc(NC(=O)Cc2nnc(NC(=O)Nc3ccccc3)s2)cc1 | 1
O=C(CC1CCCCC1)Nc1ccc(Br)cc1 | -9
Cc1cc(OCC(=O)Nc2cccc3nsnc23)ccc1Cl | -15
COCCOC(=O)c1c(C)oc2ccc(OC(=O)c3cccs3)cc12 | -12
COC(=O)C1=C(C)N(C)C(=O)/C1=C\c1cccs1 | -28
CCN1C(=O)/C(=C2\SC(=S)N(C3CCS(=O)(=O)C3)C2=O)c2ccccc21 (stereo not drawn) | -6
Cn1c(=O)c2c(nc(NCc3ccccc3)n2C)n(C)c1=O | 0
CSc1nc2c(c(=O)n1C)C(C)(C)Cc1ccccc1-2 | -6
CCCC(=O)Nc1ccc(NC(=O)COc2ccc(C(C)(C)C)cc2)cc1 | -16
CCc1c(C)nc(N)nc1N1CCCC1 | -3
CN1C(=O)/C(=C2\SC(=S)N(C3CCS(=O)(=O)C3)C2=O)c2ccccc21 (stereo not drawn) | 13
O=C(Nc1ccc(I)cc1Cl)c1cc2ccccc2o1 | 3
CCOc1ccc(-n2c(-c3cccs3)nc3ccccc3c2=O)cc1 | -19
COc1ccc(/C=C2\SC(=S)N(C(C)C(=O)O)C2=O)cc1 (stereo not drawn) | -20
O=C(NCCc1ccccc1)c1c(F)cccc1Cl | -7
O=C(COc1ccccc1[N+](=O)[O-])N/N=C/c1cc(I)ccc1O | -27
Cc1cccc(C)c1NC(=O)CSc1nc2ccccc2s1 | 4
CC(=O)C1=C(Nc2ccccc2)CC(C)(O)C(C(C)=O)C1c1cccnc1 (stereo not drawn) | -3
CC(Oc1ccc(Cl)cc1Cl)C(=O)NCCN(C)C (stereo not drawn) | -6
Cc1onc(-c2ccccc2Cl)c1C(=O)N1CCc2ccccc2C1 | -14
Cc1ccc(C2OC(=O)c3ccccc32)cc1 (stereo not drawn) | -7
C=CCn1c(SCC(=O)N2CCCCC2)nc2sc3c(c2c1=O)CCC3 | -8
CC(N=C(NS(=O)(=O)c1ccccc1)c1ccccc1)C(=O)O (stereo not drawn) | -24
CCN1/C(=C/C(C)=O)Sc2ccccc21 | 4
CCc1ccccc1NC(=O)CN(c1ccc(Br)cc1)S(C)(=O)=O | 100
COC(=O)c1c(NC(=S)Nc2ccccc2)sc2c1CCCC2 | 9
Cc1ccc(C(C)C)c(OCCN)c1 | -21
Cc1ccc(C2=N/C(=C\c3ccccc3)C(=O)O2)cc1 | -6
CC(=O)N(c1ccccc1)C1CC(C)Nc2ccccc21 (stereo not drawn) | -2
CN(C)c1ccc(/C=C/C=N/N=c2\sc3ccccc3n2C)cc1 | 13
COc1ccccc1C(=O)Nc1ccc(OC(F)(F)F)cc1 | 4
CCOc1ccc(NCC(O)CSCC(O)CNc2ccc(OCC)cc2)cc1 (stereo not drawn) | -17

An excerpt from above in order of formula weight, falling:
SMILES | DUSP3 inh
CCOc1ccc(NCC(O)CSCC(O)CNc2ccc(OCC)cc2)cc1 (stereo not drawn) | -17
C=CCn1c(SCC(=O)N2CCCCC2)nc2sc3c(c2c1=O)CCC3 | -8
CC(N=C(NS(=O)(=O)c1ccccc1)c1ccccc1)C(=O)O (stereo not drawn) | -24
Cc1ccc(C2OC(=O)c3ccccc32)cc1 (stereo not drawn) | -7

Following part.
SMILES | DUSP3 inh
CCCc1nn2c(N)c(C=C3C=C(Cl)C(=O)C(Cl)=C3)c(=O)nc2s1 | -4
COc1ccccc1/C=N/N=C1/NC(=O)C(CC(=O)Nc2ccccc2C(F)(F)F)S1 (stereo not drawn) | -13
CC(C)Cc1cc(-c2ccco2)c(C#N)c(N)n1 | 4
CCOCCOC(=O)C1=C(C)N(C)C(=O)NC1c1cccc([N+](=O)[O-])c1 (stereo not drawn) | -5
CCCCSCC(O)COC(C)C (stereo not drawn) | -13
Oc1c(/C=N/Nc2cccc3cccnc23)sc2ccccc12 | -7
CN1C(=O)NC(=O)/C(=C/c2ccc(-c3cccc([N+](=O)[O-])c3)o2)C1=O | 39
CCOc1ccc(N2C(=O)CC(N3CCC(O)CC3)C2=O)cc1 (stereo not drawn) | -11
CC(=O)Nc1ccc(S(=O)(=O)N(c2ccccc2F)S(=O)(=O)c2ccc(NC(C)=O)cc2)cc1 | -5
CCCCNCCCCCCOc1ccccc1C(C)(C)C | -20
CCN1C(=O)/C(=C/c2ccc(-c3ccccc3[N+](=O)[O-])o2)SC1=S | -21
COc1ccc(C(=O)Nc2ccc3c(c2)Cc2ccccc2-3)cc1 | -6
COC(=O)CN(C#N)c1nc(NC(C)C)nc(NC(C)C)n1 | -4
NC1=NC(=O)/C(=C\c2ccc(-c3cccc(C(=O)O)c3)o2)S1 | -15
O=C(CN(Cc1ccccc1)S(=O)(=O)c1ccccc1)Nc1ccc(Br)cc1 | -19
CN(c1ccc(C(=O)NCCSCc2cccc(Cl)c2)cc1)S(=O)(=O)c1ccccc1 | -15
O=S1(=O)N=C(Oc2ccc(Cl)cc2)c2ccccc21 | 0
O=C1CC(c2ccccc2)CC2=C1C(c1ccc(-c3ccccc3)cc1)Nc1ccccc1N2 (stereo not drawn) | 4
O=C(NC(=S)Nc1ccc2ccccc2c1)c1ccccc1Cl | -11
N/C(=N\[N+](=O)[O-])N/N=C\c1ccc(-c2cccc([N+](=O)[O-])c2)o1 | 23
CC(C)CCn1c2ccccc2c2cc(CC(N)=O)ccc21 | -14
Cc1ccccc1OCC(=O)Nc1ccc(O)c(-c2nc3ccccc3s2)c1 | 9
CC(C)(CO)NC(=O)COc1ccc(Cl)cc1Cl | -7
Cc1ccc(C(=O)/C=C/c2ccc(-c3ccccc3Br)o2)cc1 | 28
CCN(CC)CCC(=O)N1c2ccccc2Sc2ccc(NC(=O)OC)cc21 | -8
COc1ccccc1CNC(=O)COc1ccc(Cl)cc1Br | -9
O=C(CN1CCCCC1)Nc1ccccc1I | 1
O=C/C(=C\Nc1c2ccccc2nc2ccccc12)c1nc2cc(Cl)ccc2o1 | -1
COc1ccc(C(=O)CSc2nc(C)cc(=O)[nH]2)cc1 | 13
Cc1sc2nc(SCC(=O)NCc3ccco3)[nH]c(=O)c2c1C | -12

Some values from the results shown:
Cc1sc2nc(SCC(=O)NCc3ccco3)[nH]c(=O)c2c1C @ DUSP3 inh = -12
CN(c1ccc(C(=O)NCCSCc2cccc(Cl)c2)cc1)S(=O)(=O)c1ccccc1 @ DUSP3 inh = -15

The list continues:
SMILES | DUSP3 inh
O=C(CSc1nnc(-c2ccncc2)n1-c1ccccc1)c1ccc(NS(=O)(=O)c2ccccc2)cc1 | 2
O=C(/C=C/c1ccc2ncccc2c1)c1c(-c2ccccc2)c2cc([N+](=O)[O-])ccc2[nH]c1=O | 17
COc1ccc(/C=C2/N=C(c3cccc(C)c3)N(c3ccc(O)cc3)C2=O)cc1OC | -31
CCOc1ccc(NC(=O)CSc2nnc(-c3ccc(OC)cc3)o2)cc1 | -16
CC1(C)CCCC2=C1CC(C(=O)O)C(C(=O)O)C2 (stereo not drawn) | -13
C=CCNC(=O)CN(c1ccccc1OC)S(=O)(=O)c1ccccc1 | -5
CC(=O)Nc1ccc(S(=O)(=O)Nc2ccc(N(C)C(C)=O)cc2)cc1 | 5
COCCNC(=O)C(=O)Nc1ccc(C)cc1 | -6
O=C(O)c1ccccc1C(=O)Nc1ncc(S(=O)(=O)c2ccc([N+](=O)[O-])cc2)s1 | -2
COc1cc(/C=C2/C=C(c3ccc(C(C)(C)C)cc3)OC2=O)c([N+](=O)[O-])cc1OC | 6
CCOC(=O)c1cc(CC)sc1NC(=O)c1ccc(N2CCN(CC)CC2)c([N+](=O)[O-])c1 | -11
COc1ccccc1N/C=C/C(=O)c1ccc(Cl)cc1 | 1
COc1ccccc1CNC(=O)COc1ccc(C)cc1Br | -16
O=c1oc2cc(O)ccc2c2c1CCCC2 | 4
O=C(NC1CCCCC1)c1ccc(Br)c(S(=O)(=O)N2CCOCC2)c1 | -29
COCCOC(=O)c1ccc(NC(=O)COc2ccccc2)cc1 | -1
C/C(CC(=O)NCCc1ccccc1)=N\NC(=O)C12CC3CC(CC(C3)C1)C2 | -41
Cc1cnn(-c2nc(-c3ccccc3)cc(-c3ccc(F)cc3)n2)c1 | -8
CC(=O)C1=C(O)C(=O)N(c2nc3ccccc3s2)C1c1ccc(O)cc1 (stereo not drawn) | -1
CCOc1ccc2c(=O)c(-c3ccccc3OC)coc2c1 | -11
CN1CCN(C(=O)c2cccc(F)c2)CC1 | -12
O=C1NC(=O)N(c2cccc(Cl)c2)C(=O)/C1=C/c1ccc(O)c(Cl)c1 | 4
COc1ccc(Br)cc1CN1CCN(C(=O)c2cccc(Cl)c2)CC1 | -5
CCOc1ccc(C(=O)Nc2cccc(C(F)(F)F)c2)cc1Cl | -19
Cc1cc2nc(-c3cccc(NC(=O)c4ccc(C)c([N+](=O)[O-])c4)c3)oc2cc1C | -13
C=CCNC(=O)C(=O)NCCc1ccc(F)cc1 | -6
Cc1ccc(OC(=O)COc2ccc(Cl)cc2Cl)cc1 | -7
COc1ccc(NC(=O)c2ccccc2C)c(OC)c1 | -12
O=C(N=Nc1c(O)[nH]c2ccccc12)c1cc(-c2ccc(Br)cc2)nc2ccccc12 | 41

A second format for some results above.
> COc1ccc(C(=O)Nc2ccc3c(c2)Cc2ccccc2-3)cc1
  DUSP3 inh: -6

> COC(=O)CN(C#N)c1nc(NC(C)C)nc(NC(C)C)n1
  DUSP3 inh: -4

> NC1=NC(=O)/C(=C\c2ccc(-c3cccc(C(=O)O)c3)o2)S1
  DUSP3 inh: -15

> O=C(CN(Cc1ccccc1)S(=O)(=O)c1ccccc1)Nc1ccc(Br)cc1
  DUSP3 inh: -19
